Compound activity: PubChem BioAssay, National Center for Advancing Translational Sciences (NCATS)
D2 potentiator: HTS Assay for Positive Allosteric Modulators of the Human D2 Dopamine Receptor: Primary Screen for Potentiators. AID 485347, 2010. potentiation, % at 10 µM. hit rate 0.34% among 340,000. HEK293 T-REx D2, calcium flux, EC20 dopamine potentiation;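 active = potentiation over 3 SD above the plate norm, cut at about 30% in these data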; note: 0% is about no effect
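Tetracycline-induced Hek293 Trex D2 cells, force-coupled to calcium, loaded with no-wash calcium dye. Compound added with 180 s kinetic read for agonism, then EC20 dopamine and a further 180 s read for potentiation.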
Glioma ERSR ind: qHTS for Inducers of the Endoplasmic Reticulum Stress Response (ERSR) in Human Glioma: qHTS; U87-MG GRP78 promoter luciferase reporter, 16 h; hit rate 0.02% among 420,000; Potency, µM, inactives show at the top dose activation, most hits filed as activators; note: potency is the fitted concentration of half-maximal effect; series mostly up to about 76 µM; % of control where 0% means no effect; nearly all actives have a fitted effect of over 35% in size
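Stably transfected U87-MG human glioma cells carrying a GRP78-based luminescent sensor were seeded at 1000 cells/well, pin-dosed with compounds and incubated 16 h. Luciferase reagent was then added, and end-point luminescence was read after 10 min at room temperature.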
Vif-A3G inh: qHTS for Inhibitors of Vif-A3G Interactions: qHTS | DNA dC->dU-editing enzyme APOBEC-3G (Homo sapiens), Q9HC16 | HeLa A3G-eYFP + Vif (tagged APOBEC3G with the HIV-1 protein that degrades it), YFP fluorescence, overnight | Potency, µM (top dose mostly 46.1 µM), without a hit: top-dose activity, negative = active, usual class: inhibitors | hit rate 0.076% among 410,000;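 note: potency is the fitted concentration of half-maximal effect; % is set by controls: 0 for no effect and ±100 for the full control effect; nearly all actives have a fitted effect of over 60% in size; hits raise eYFP signal because A3G escapes Vif-driven loss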
Target sequence (Q9HC16 whole entry, looked up): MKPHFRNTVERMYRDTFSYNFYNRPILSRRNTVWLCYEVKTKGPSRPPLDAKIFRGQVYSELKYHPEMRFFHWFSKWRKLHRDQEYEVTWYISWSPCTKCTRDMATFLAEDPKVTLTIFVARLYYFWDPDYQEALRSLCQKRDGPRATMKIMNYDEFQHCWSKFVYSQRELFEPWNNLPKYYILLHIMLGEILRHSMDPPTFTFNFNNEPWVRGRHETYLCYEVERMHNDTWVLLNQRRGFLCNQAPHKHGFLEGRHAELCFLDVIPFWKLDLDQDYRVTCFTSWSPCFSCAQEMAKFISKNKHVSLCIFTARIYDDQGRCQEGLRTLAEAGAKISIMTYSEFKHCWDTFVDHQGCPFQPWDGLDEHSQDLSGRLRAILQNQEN
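Read-out is eYFP fluorescence (Ex 488/Em 500-530) from Vif-expressing HeLa A3G-eYFP cells; more signal means A3G escaped Vif-mediated degradation. Cells plated overnight, compound pinned in, incubated overnight at 37 deg C.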
RXFP1 agonist: qHTS Assay for Agonists of the Relaxin Receptor RXFP1. Relaxin receptor 1 (Homo sapiens), Q9HBX9. HEK293T-RXFP1 cAMP TR-FRET, 30 min; response scale: percent of porcine relaxin response, buffer zero. Potency, µM (highest dose often 57.5 µM), for inactives: top-dose activation, usual class: activators. hit rate 0.3% among 370,000. AID 2676, 2010; note: potency is the fitted concentration of half-maximal effect; % is set by controls: 0 for no effect and ±100 for the full control effect; nearly all actives have a fitted effect of over 60% in size; many of its hits are not listed in these tables
Target sequence (Q9HBX9 whole entry, looked up): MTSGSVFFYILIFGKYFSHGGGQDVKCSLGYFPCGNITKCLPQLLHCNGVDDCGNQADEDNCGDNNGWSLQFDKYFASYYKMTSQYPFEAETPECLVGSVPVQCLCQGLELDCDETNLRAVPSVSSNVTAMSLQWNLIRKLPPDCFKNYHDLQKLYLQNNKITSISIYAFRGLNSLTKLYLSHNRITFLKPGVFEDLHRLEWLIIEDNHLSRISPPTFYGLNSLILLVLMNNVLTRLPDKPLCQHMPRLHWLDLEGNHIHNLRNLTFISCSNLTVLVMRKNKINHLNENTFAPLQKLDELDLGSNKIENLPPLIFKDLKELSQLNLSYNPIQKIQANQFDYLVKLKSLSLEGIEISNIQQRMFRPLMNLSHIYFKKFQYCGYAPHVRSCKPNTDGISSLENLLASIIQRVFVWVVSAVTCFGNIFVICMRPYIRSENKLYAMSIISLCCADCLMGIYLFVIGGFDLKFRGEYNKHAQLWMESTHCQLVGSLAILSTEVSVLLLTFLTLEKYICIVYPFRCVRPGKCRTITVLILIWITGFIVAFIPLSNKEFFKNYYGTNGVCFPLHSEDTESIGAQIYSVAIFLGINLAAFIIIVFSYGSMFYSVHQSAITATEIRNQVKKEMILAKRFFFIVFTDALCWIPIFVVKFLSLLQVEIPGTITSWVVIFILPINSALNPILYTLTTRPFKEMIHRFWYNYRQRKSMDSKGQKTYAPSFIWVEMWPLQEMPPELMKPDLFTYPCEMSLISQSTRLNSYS
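cAMP rise read by TR-FRET after 30 min, 37C compound exposure (up to 58 uM) in RXFP1-transfected HEK293 cells with Ro 20174 present. EC50 from Hill-equation fits, with 29 nM porcine relaxin as 100% and buffer as basal.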
LDHA inh: qHTS assay for inhibitors of human lactate dehydrogenase. L-lactate dehydrogenase A chain (Homo sapiens), P00338. purified LDHA, NADH/diaphorase-resazurin fluorescence; active compounds read low. activity change, % (values are at about 110 or 230 µM). hit rate 0.15% among 480,000. AID 1347041, 2019; in the data active = activity change below about -30%; inconclusive = mostly about -25% to -30%;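 note: plate controls were DMSO wells for no effect and wells without enzyme for full effect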
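Remaining NADH was detected by diaphorase (0.133 mg/mL) converting 37 µM resazurin to fluorescent resorufin, read at 0 and 20 minutes. The preceding 5-minute room-temperature reaction used 2 nM LDHA, 0.2 mM sodium pyruvate and 0.06 mM NADH at pH 7.4.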
D1 ag: Allosteric Agonists of the Human D1 Dopamine Receptor: qHTS. D(1A) dopamine receptor (Homo sapiens), P21728. HEK293 T-REx D1 cells, calcium flux, agonist mode. activation, % at 2 µM. hit rate 1% among 360,000; in the data active = activation above about 30%; note: 0% is about no effect
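Agonism was scored from calcium flux recorded over 180 s (1 read/s) after pintool compound addition, following a 10-cycle baseline. Cells were inducible force-coupled HEK293 TREx D1, plated overnight at 30 C and loaded with no-wash calcium dye.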
D1 PAM: Potentiators of Human D1 Dopamine Receptor: qHTS; D(1A) dopamine receptor (Homo sapiens), P21728; HEK293 TREx D1 cells, calcium flux, dopamine EC20 potentiation; potentiation, % at 10 µM; hit rate 0.036% among 360,000; in the data active = potentiation above about 30%; note: 0% is about no effect
D1 antag: Antagonist of Human D 1 Dopamine Receptor: qHTS. HEK293 TREx D1 cells, calcium flux, dopamine EC80; active compounds read low. D(1A) dopamine receptor (Homo sapiens), P21728. hit rate 3.2% among 360,000. activity change, negative = inhibition, % at 10 µM; in the data active = activity change below about -30%; note: % is set by controls: 0 for no effect and ±100 for the full control effect
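Using tetracycline-induced force-coupled D1 Hek293 cells and a calcium dye, signals were followed for 180 s after compound, then for 180 s after EC80 dopamine, to detect inhibitors.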
Vif-APOBEC3F blk: qHTS for Inhibitors of Vif-A3F Interactions: qHTS. HeLa A3F-eYFP + Vif (tagged APOBEC3F with the HIV-1 protein that degrades it), YFP fluorescence increase. Potency, µM (top dose mostly 46.1 µM), for the others: at the top dose activity, negative = active. hit rate 0.2% among 390,000; note: potency is the fitted concentration of half-maximal effect; % of control where 0% means no effect; nearly all actives have a fitted effect of over 65% in size
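HeLa cells stably expressing A3F-eYFP plus Vif, plated and incubated overnight at 37 deg C, then exposed to compounds overnight at 37 deg C. Blocked degradation read as raised yellow fluorescence (Ex 488/Em 500-530).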
Numbers without * were called inactive; ? = inconclusive; · = not tested or not shown; & = joins results of further samples. Unless noted, calls come from the whole dose curve; as a rule, active = well fitted curve in the direction sought with a large enough effect; inconclusive = small, poorly fitted or top-dose-only effect, or another doubt; inactive = no such curve, though single readings can be large; an effect the other way counts as inactive or inconclusive. Some of the compounds tested; rates above refer to the full screens.

SMILES	D2 potentiator	Glioma ERSR ind	Vif-A3G inh	RXFP1 agonist	LDHA inh	D1 ag	D1 PAM	D1 antag	Vif-APOBEC3F blk
O=C(Nc1ccc(O)c(-c2nc3ccccc3o2)c1)C1(c2ccccc2)CCCC1	1	1%	1%	-2.3%	-3	3	5	-4	-4%
COc1cccc(/C=C/C(=O)OCC(=O)N(C)CC(=O)Nc2ccccc2Cl)c1OC	-11	3%	-1%	2.2%	0	0	·	-19	-6%
O=C1c2cccc3c(O)ccc(c23)C(=O)N1Cc1ccccc1	-19	-8%	7%	6.8%	13	366*	18	48	-22%
O=C(CSc1nccn1Cc1ccco1)Nc1ccc(F)cc1	-7&-5	-2%&1%	-1%&5%	-1.3%&0.5%	-7&-5	-1&-1	-1&-3	-13&-20	-14%&-3%
O=C(OCc1ccccc1F)c1cc(S(=O)(=O)N2CCCCC2)ccc1N1CCOCC1	·	-4%	-7%	·	-8	·	·	·	-8%
CCOc1[nH]n(-c2ccccc2)c(=O)c1C=Nc1ccc(C)cc1	-14	-7%	1%	0.3%	3	2	5	11	2%
O=C(Nc1ccc(F)cc1)c1csc(Cc2ccccc2)n1	-2	7%	1%	-1.3%	0	10	-3	-24	4%
CCOC(=O)c1c(NC(=O)CSc2n[nH]c(-c3ccco3)n2)sc(C)c1C	6	-9%	-3%	-1.1%	-11	0	1	33	6%
Cc1cc(C(=O)COC(=O)c2cccnc2Cl)c(C)n1-c1c(C)n(C)n(-c2ccccc2)c1=O	1	1%	4%	0.3%	1	2	-3	8	1%
CCOC(=O)C1CCN(C(=O)COC(=O)CNS(=O)(=O)c2ccc(SC)c([N+](=O)[O-])c2)CC1	·	?	-1%	·	-3	·	·	·	3%
Cc1cc2oc(C(=O)N(Cc3ccccc3)C3CCS(=O)(=O)C3)c(C)c2cc1C (stereo not drawn)	6	-1%	5%	4.1%	0	11	22	-3	?
Cc1ccc(S(=O)(=O)C(CNS(=O)(=O)c2ccc(F)c(C(F)(F)F)c2)c2ccco2)cc1 (stereo not drawn)	-3	-2%	-2%	3.6%	0	-2	0	·	-13%
Cc1ccc(S(=O)(=O)n2cc(-c3ccccc3)c3ccccc32)cc1	·	-5%	?	1.9%	2	2	1	·	-20%
COC(=O)[C@@H]1[C@@H](C)OC(=O)N[C@H]1c1ccccc1	8	-7%	-2%	0.9%	-1	-2	-7	-15	-3%
CC(=O)Nc1ccc(S(=O)(=O)Nc2cccc(NC(=O)c3ccco3)c2)cc1	-6	-3%	-18%	0.2%	-2	1	-2	42	?
CCOC(=O)c1sc(-c2ccc(OC)cc2)cc1NC(C)=O	-14	-1%	1%	30%	1	3	-1	2	-2%
Oc1ccc(C[C@@H]2CNCCN2CCc2cccc(F)c2)cc1	14	-3%	0%	0.0%	-7	4	6	2	2%
O=C1c2ccc([N+](=O)[O-])cc2C(=O)N1c1ccc(Cl)cn1	-10	-4%	-4%	0.8%	-1	0	2	1	2%
N#C/C(=C\c1ccccc1)C(=O)Nc1nncs1	·	1%	1%	-0.4%	3	1	-2	2	3%
Cc1cccc(-c2n[nH]c([N+](=O)[O-])n2)c1	-6	-4%	-4%	-0.1%	-7	1	-2	-11	6%
CC(OC(=O)C1=COCCO1)C(=O)NC(C)c1ccc(Cl)cc1Cl (stereo not drawn)	3	-2%	2%	0.0%	-2	8	-5	-9	-45%
COC(=O)c1sccc1NC(=S)N1CCN(c2ccccc2F)CC1	-5	-3%	4%	2.4%	-1	2	-6	-8	-14%
COc1ccc(Cn2c(=O)[nH]c3cc(C(=O)N4CCN(c5cc(C)ccc5C)CC4)ccc3c2=O)cc1	0	-1%	0%	1.7%	-13	0	-1	5	0%
O=Cc1cc(N=Nc2ccccc2Cl)ccc1O	8	4%	4%	-2.3%	0	7	-6	-9	1%
CC1CC(C)CN(S(=O)(=O)c2ccc(C(=O)Nc3sccc3C(N)=O)cc2)C1 (stereo not drawn)	2	-9%	-8%	0.6%	-3	1	2	20	?
Cc1cc(C)c2c(n1)sc1c(=O)n(-c3ccccc3C(F)(F)F)nnc12	16	0%	1%	0.6%	-14	0	3	1	8%
Cc1cc(C)c2c(N)c(C(=O)NC3CCCC3)sc2n1	-8	3%	0%	12%	-3	3	-10	-27	11%
COc1ccc(Cn2c(-c3ccc(Cl)cc3)c[n+]3ccccc23)cc1	·	0%	5%	0.9%	-8	0	-7	-9	-11%
O=C(COc1ccccc1)NC1CCN(Cc2ccccc2)CC1	-18	-5%	1%	1.8%	-2	2	-8	-20	-1%
COC(=O)C1=C(C)N(C)C(=O)NC1c1ccsc1 (stereo not drawn)	0	-3%	0%	3.1%	0	1	-2	·	-5%
CCOCCOC(=O)NCCCCCCNC(=O)OCCOCC	2	-2%	0%	1.3%	0	2	-4	1	8%
Cc1ccc(C(=O)Nc2cccnc2Cl)cc1Cl	-5	0%	-2%	0.1%	-14	0	0	0	-10%
CC1CN(C(=O)Nc2ccc(C(=O)NCc3ccccc3F)cc2)c2ccccc2S1 (stereo not drawn)	13	-1%	-1%	-1.7%	-1	9	-2	7	7%
Cc1[nH]ncc1N=Cc1ccc([N+](=O)[O-])cc1	-8	1%	-1%	0.6%	0	0	-4	-11	2%
CN(CC(O)Cn1cnc2c1c(=O)n(C)c(=O)n2C)c1ccccc1 (stereo not drawn)	4	-4%	-4%	?	-8	7	-4	-6	-5%
CCOc1nc(Nc2ccc(F)cc2)nc(N2CCN(c3ccc(OC)cc3)CC2)n1	3	-4%	-2%	-0.5%	-3	4	-2	-29	0%

Taken from above.
D1 antag with CC1CC(C)CN(S(=O)(=O)c2ccc(C(=O)Nc3sccc3C(N)=O)cc2)C1 (stereo not drawn) stands at 20
Glioma ERSR ind with Cc1ccc(C(=O)Nc2cccnc2Cl)cc1Cl stands at 0%

Continuation:
SMILES	D2 potentiator	Glioma ERSR ind	Vif-A3G inh	RXFP1 agonist	LDHA inh	D1 ag	D1 PAM	D1 antag	Vif-APOBEC3F blk
Cc1ccc(NC(=O)NN(C)c2c(Cl)c(Cl)nn2C)cc1	-7	-3%	-8%	0.6%	-1	3	-4	-10	1%
O=C(CN1CCCCCC1)NCCN1C(=O)S/C(=C\c2ccccc2Cl)C1=O	4	2%	1%	-0.8%	-4	1	4	2	3%
O=c1c2ccccc2c(-c2ccccc2)nn1-c1ccc(Cl)c(Cl)c1	26	1%	-4%	-0.7%	-6	0	5	5	7%
COC(=O)c1c(-c2cccs2)csc1NC(=O)c1ccc(C(C)(C)C)cc1	22	2%	4%	1.1%	-2	1	-2	6	-4%
CCN(CC)S(=O)(=O)c1ccc(N2CCN(CCO)CC2)nc1	-4	-2%	4%	1.9%	-7	2	-7	-71*	2%
COc1ccc(NC(=O)CSc2nc3sc(C)cc3c(=O)n2C)c(OC)c1	22	-5%	-4%	-1.8%	-7	11	-7	4	-12%
Cc1cc(C(=O)CNCc2ccco2)c(C)n1-c1ccc(F)cc1	5	1%	0%	0.6%	-10	3	-4	5	-6%
Cc1ccnc(SCc2cc(=O)c(OC(=O)c3ccccc3)co2)n1	-1	0%	1%	13%	-1	3	-2	2	-8%
COCCNC(=O)/C(C#N)=C/c1c(N2CCCCCC2)nc2ccccn2c1=O	-1	0%	4%	?	1	1	2	-3	2%
CCOC(=O)N1CCN(C(=O)c2ccc3c(=O)n(Cc4ccc(Cl)cc4)c(=S)[nH]c3c2)CC1	11	-3%	2%	3.1%	2	0	-2	-7	0%
C=CCSc1nnc2c(n1)OC(C)=Nc1ccc(Br)cc1-2	1	-3%	3%	1.1%	1	-1	-1	7	-6%
COc1ccc(CCNC(=O)C(=O)N2CCCC2)cc1OC	-11	-4%	-6%	0.2%	3	2	6	-3	12%
Cc1cc(C)n(-c2ccc(Cl)c(C(=O)O)n2)n1	2	-4%	1%	-0.7%	3	2	3	-2	3%

In the list so far, these contain fluorine:
SMILES	D2 potentiator	Glioma ERSR ind	Vif-A3G inh	RXFP1 agonist	LDHA inh	D1 ag	D1 PAM	D1 antag	Vif-APOBEC3F blk
O=C(CSc1nccn1Cc1ccco1)Nc1ccc(F)cc1	-7&-5	-2%&1%	-1%&5%	-1.3%&0.5%	-7&-5	-1&-1	-1&-3	-13&-20	-14%&-3%
O=C(OCc1ccccc1F)c1cc(S(=O)(=O)N2CCCCC2)ccc1N1CCOCC1	·	-4%	-7%	·	-8	·	·	·	-8%
O=C(Nc1ccc(F)cc1)c1csc(Cc2ccccc2)n1	-2	7%	1%	-1.3%	0	10	-3	-24	4%
Cc1ccc(S(=O)(=O)C(CNS(=O)(=O)c2ccc(F)c(C(F)(F)F)c2)c2ccco2)cc1 (stereo not drawn)	-3	-2%	-2%	3.6%	0	-2	0	·	-13%
Oc1ccc(C[C@@H]2CNCCN2CCc2cccc(F)c2)cc1	14	-3%	0%	0.0%	-7	4	6	2	2%
COC(=O)c1sccc1NC(=S)N1CCN(c2ccccc2F)CC1	-5	-3%	4%	2.4%	-1	2	-6	-8	-14%
Cc1cc(C)c2c(n1)sc1c(=O)n(-c3ccccc3C(F)(F)F)nnc12	16	0%	1%	0.6%	-14	0	3	1	8%
CC1CN(C(=O)Nc2ccc(C(=O)NCc3ccccc3F)cc2)c2ccccc2S1 (stereo not drawn)	13	-1%	-1%	-1.7%	-1	9	-2	7	7%
CCOc1nc(Nc2ccc(F)cc2)nc(N2CCN(c3ccc(OC)cc3)CC2)n1	3	-4%	-2%	-0.5%	-3	4	-2	-29	0%
Cc1cc(C(=O)CNCc2ccco2)c(C)n1-c1ccc(F)cc1	5	1%	0%	0.6%	-10	3	-4	5	-6%
